FLuc modulator: counter-screen for miR-21 project: firefly luciferase inhibitors or activators; hit rate 6.9% among 360,000; Potency, µM (highest dose often 57.5 µM), for the others: at the highest dose activity change, negative = inhibition, most hits filed as inhibitors; P08659; purified FLuc, Km substrates, luminescence inhibition; AID 588342;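 further: potency means the concentration at half of the fitted maximal effect; plate controls were vehicle for no effect and reference inhibitor for full effect; nearly all actives have a fitted effect of over 55% in size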
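Biochemical qHTS of compounds, final roughly 60 µM downward over six points, against 10 nM purified firefly luciferase using Km concentrations of substrates (10 uM D-luciferin, 10 uM ATP) in Tris acetate pH 7.5 buffer; luminescence output.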
Tb PFK inh: inhibitors of T. brucei phosphofructokinase; O15648; T. brucei PFK, ADP-Glo luminescence; Potency, µM (top dose mostly 57.5 µM), for the others: at the highest dose activity, negative = inhibition, actives largely listed as inhibitors; hit rate 0.17% among 330,000;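 further: potency means the concentration at half of the fitted maximal effect; 0% = uninhibited 1x PFK enzyme wells and -100% = no-enzyme wells; nearly all actives have a fitted effect of over 60% in size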
Target sequence (O15648 whole entry, looked up): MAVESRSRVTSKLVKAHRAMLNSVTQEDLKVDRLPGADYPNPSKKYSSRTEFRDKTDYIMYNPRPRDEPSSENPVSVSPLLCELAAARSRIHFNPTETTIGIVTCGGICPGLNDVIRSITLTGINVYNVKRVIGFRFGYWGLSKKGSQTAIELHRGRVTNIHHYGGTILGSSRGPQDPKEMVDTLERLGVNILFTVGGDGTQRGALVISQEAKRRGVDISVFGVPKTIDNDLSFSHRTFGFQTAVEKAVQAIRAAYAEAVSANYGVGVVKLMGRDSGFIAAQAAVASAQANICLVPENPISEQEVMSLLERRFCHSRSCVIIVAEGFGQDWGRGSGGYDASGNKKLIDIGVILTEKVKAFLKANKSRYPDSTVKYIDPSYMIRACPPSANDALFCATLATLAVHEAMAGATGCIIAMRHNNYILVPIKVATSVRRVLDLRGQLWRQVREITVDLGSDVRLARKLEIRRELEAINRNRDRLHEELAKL
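Compounds were pin-transferred as a titration series up to 57 uM into substrate buffer (0.5 mM F6P, 0.1 mM ATP, pH 8.0), then 1.25 nM PFK was added and reactions ran 45 min before ADP-Glo detection.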
Coupling enz: coupling enzyme interference in Giardia aldolase counter-screen; coupling enzyme system counterscreen, AmpLite Red fluorescence; hit rate 0.67% among 290,000; activity change, negative = inhibition, % at 58.2 µM, hits read low; AID 2472; in the data active means activity change below about -30%; further: on the % scale 0 is the no-effect control and ±100 the full control effect
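Coupling enzymes only (glyceraldehyde-3-phosphate) + compound, at 57.5 uM final, 10 min RT; add substrate/coupling/AmpLite Red mix, 20 min RT; fluorescence ex 525/em 598 nm. Actives flag coupling-system interference.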
KCNH2 3.1 block: inhibitors of human KCNH2 3.1 potassium channel isoform. activity change, % (tested at about 1.8 µM). U2OS KCNH2 3.1, thallium flux FluxOr; hits give low values. hit rate 0.95% among 340,000;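 active means maximum activity change below -70%; inconclusive means maximum activity change from -70% to -50%; inactive means maximum activity change above -50%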;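 further: thallium influx rate constant from kinetic fluorescence after stimulation buffer; on the % scale 0 is the no-effect control and ±100 the full control effect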
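Measured as rate of thallium-driven FluxOr signal in transduced U2OS cells carrying the 3.1 channel, read kinetically for 2 min upon stimulation; values are rate constants scaled to DMSO control wells.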
NPC1 promoter act: activates the NPC1 promoter; Huh7 NPC1 promoter luciferase reporter, 24 h; Potency, µM (series often up to 9.22 µM), for the others: at the highest dose activation, usual class: activators; hit rate 2.4% among 320,000;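 further: potency means the concentration at half of the fitted maximal effect; % of control where 0% means no effect; nearly all actives have a fitted effect of over 60% in size; reporter is driven by a mutant NPC1 promoter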
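Luciferase expression driven by the NPC1 promoter was measured in stably transfected Huh7 cells after a 24 h compound incubation, using a luciferase reagent and a luminescence read.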
RORgamma inh: ROR gamma (mouse) transcription inhibition | P51450 | Drosophila S2 Gal4-RORgamma UAS-luciferase reporter, 20 h | Potency, µM (series often up to 53.6 µM), inactives show at the highest dose activity change, negative = inhibition, actives largely listed as inhibitors | hit rate 5.4% among 310,000 | AID 2551; further: potency means the concentration at half of the fitted maximal effect; on the % scale 0 is the no-effect control and ±100 the full control effect; nearly all actives have a fitted effect of over 60% in size
Target sequence (P51450 whole entry, looked up, the tested form may be a part): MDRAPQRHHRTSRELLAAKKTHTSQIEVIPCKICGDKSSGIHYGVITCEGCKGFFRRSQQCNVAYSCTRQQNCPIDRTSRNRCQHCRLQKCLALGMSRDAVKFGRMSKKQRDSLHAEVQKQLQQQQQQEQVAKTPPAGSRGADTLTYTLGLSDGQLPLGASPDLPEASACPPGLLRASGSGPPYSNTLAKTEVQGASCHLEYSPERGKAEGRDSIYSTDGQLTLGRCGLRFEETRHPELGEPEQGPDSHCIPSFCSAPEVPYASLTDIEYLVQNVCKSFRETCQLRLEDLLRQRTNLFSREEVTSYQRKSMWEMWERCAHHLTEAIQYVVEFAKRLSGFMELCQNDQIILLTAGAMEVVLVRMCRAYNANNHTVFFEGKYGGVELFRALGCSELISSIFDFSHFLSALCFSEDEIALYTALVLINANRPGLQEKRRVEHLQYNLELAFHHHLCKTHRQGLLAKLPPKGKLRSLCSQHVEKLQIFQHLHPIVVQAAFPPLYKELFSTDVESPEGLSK
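Drosophila Schneider cells stably carrying a metallothionein-driven Gal4 DBD–ROR gamma fusion and a UAS-Photinus luciferase reporter were exposed to compound for 1 hr, then induced with copper sulfate (700 uM final) for 20 hr at ambient temperature before luminescence reading.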
Giardia killer: Giardia lamblia killing. Giardia lamblia trophozoite viability. activity change, % at 7.66 µM, hits read low. hit rate 0.15% among 340,000. AID 540267; in the data active means activity change below about -80%; inconclusive means between about -30% and that limit;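 further: parasites exposed to compound for two days anaerobically before the ATP read; on the % scale 0 is the no-effect control and ±100 the full control effect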
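Trophozoites 100 cells/well + cpd; 48 hrs, 37 deg C, anaerobic. ATPLite 1-Step added, 15-30 min RT, luminescence read (ATP-based viability).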
Rab9 promoter act: Rab9 promoter activation | Huh7 Rab9 promoter-luciferase reporter, luminescence, 24 h | Potency, µM (doses to about 9.22 µM), for the others: at the highest dose activation, negative = inhibition, most hits filed as activators | hit rate 2.8% among 320,000 | AID 485297; further: potency means the concentration at half of the fitted maximal effect; % of control where 0% means no effect; nearly all actives have a fitted effect of over 60% in size
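Huh7 cells stably carrying a Rab9 promoter-luciferase reporter, 1500 cells per well in OP-MEM I with 10% FBS, treated with compound 24 hours at 37C. Luciferase activity read by luminescence after 10 minutes with Amplite reagent.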
ELG1 genotox: genotoxicity induction in ELG1-luciferase HEK293T cells | HEK293T ELG1-luciferase reporter, luminescence, 16 h | hit rate 1.3% among 330,000 | Potency, µM (doses to about 46 µM), without a hit: top-dose activity change, positive = activation, actives largely listed as activators; further: potency means the concentration at half of the fitted maximal effect; % of control where 0% means no effect; nearly all actives have a fitted effect of over 60% in size
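Step 1: seed 2,000 HEK293T ELG1-luciferase cells per well. Step 2: add compound or DMSO, incubate 16 hr at 37 °C. Step 3: ONE-Glo, 30 min at room temperature, read luminescence.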
uPA surface inh: inhibitors of cell surface uPA generation; cell surface uPA generation assay, qHTS; Potency, µM (series often up to 38.3 µM), for inactives: top-dose activity change, negative = inhibition, most hits filed as inhibitors; hit rate 0.31% among 330,000; AID 540303; active means well fitted inhibition curve with a large enough effect; inconclusive means small, poorly fitted or top-dose-only effect; inactive means no such curve, though single readings can be large or run the other way; tested in mouse RAW 264.7 cells; further: potency means the concentration at half of the fitted maximal effect; on the % scale 0 is the no-effect control and ±100 the full control effect; nearly all actives have a fitted effect of over 55% in size
Gal4-VP16 FLuc: Gal4-VP16 reporter inhibition counter-screen. Drosophila S2 Gal4-VP16 UAS-luciferase, luminescence, 20 h. hit rate 3.5% among 310,000. Potency, µM (top dose mostly 53.6 µM), for inactives: top-dose activity, negative = inhibition, usual class: inhibitors;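 further: Gal4-VP16 expression switched on by copper sulfate through the metallothionein promoter; potency means the concentration at half of the fitted maximal effect; on the % scale 0 is the no-effect control and ±100 the full control effect; nearly all actives have a fitted effect of over 50% in size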
An asterisk follows results filed as active; ? = inconclusive; / = no result given; [ ] = another dose, or the depositor's remark. Unless noted, the call rests on the fitted dose curve; in most records, active means well fitted curve in the direction sought with a large enough effect; inconclusive means small, poorly fitted or top-dose-only effect, or another doubt; inactive means no such curve, though single readings can be large; an effect the other way counts as inactive or inconclusive. No enrichment for hits; overall some 14% were active at least once.

SMILES	FLuc modulator	Tb PFK inh	Coupling enz	KCNH2 3.1 block	NPC1 promoter act	RORgamma inh	Giardia killer	Rab9 promoter act	ELG1 genotox	uPA surface inh	Gal4-VP16 FLuc
CC1CN(S(=O)(=O)c2cc(C(=O)NCCC3=CCCCC3)ccc2Cl)CC(C)O1 (stereo not given)	?	3%	/	-40	-6%	/	-1	-5%	4%	1%	/
CCOc1ccccc1-n1c(SCC(N)=O)nnc1-c1ccccc1	7%	1%	-8	13	-4%	17%	10	-9%	-1%	/	-1%
O=C(Nc1ccc(C(=O)N2CCOCC2)cc1)c1cccs1	?	-10%	-1	-4	20%	-26%[10 µM]	11	19%	6%	-5%	-2%
Cn1c(=O)cc(SCC(=O)Nc2ccc3c(c2)OCO3)c2ccccc21	-7%	0%	-3	-1	-1%	-2%	5	1%	1%	-6%	-3%
COC(=O)c1ccc(NC(=S)NCCc2ccccc2C)cc1	1%	-2%	1	4	-2%	13µM*	14	-1%	-2%	1%	14µM*
COc1ccc(N(C(C)C(=O)Nc2ccc(S(=O)(=O)N3CCOCC3)cc2)S(C)(=O)=O)cc1 (stereo not given)	2%	1%	1	-3	-4%	-1%	-10	-14%	1%	1%	-5%
CCSc1ccc2nnc(-c3cccc(F)c3)n2n1	1%	2%	4	-1	2%	?	-8	0%	-10%	/	-8%
Cc1c(Cl)c([N+](=O)[O-])nn1CCCC(=O)Nc1cccc(O)c1	0%	-7%	0	6	-5%	?	?	0%	-4%	1%	2%
O=C(CSc1ncnc2c1oc1ccccc12)Nc1ccccc1F	0%	1%	3	7	-2%	6%	15	-3%	2%	14%	-1%
O=C(Nc1ccccc1Cl)C1C(c2ccccc2)C1(Cl)Cl (stereo not given)	2%	-1%	-3	6	-4%	21%	0	0%	-4%	-13%	-16%

Overlap with the part before: 3 compounds; new compounds follow.
SMILES	FLuc modulator	Tb PFK inh	Coupling enz	KCNH2 3.1 block	NPC1 promoter act	RORgamma inh	Giardia killer	Rab9 promoter act	ELG1 genotox	uPA surface inh	Gal4-VP16 FLuc
Cc1c(Cl)c([N+](=O)[O-])nn1CCCC(=O)Nc1cccc(O)c1	0%	-7%	0	6	-5%	?	?	0%	-4%	1%	2%
O=C(CSc1ncnc2c1oc1ccccc12)Nc1ccccc1F	0%	1%	3	7	-2%	6%	15	-3%	2%	14%	-1%
O=C(Nc1ccccc1Cl)C1C(c2ccccc2)C1(Cl)Cl (stereo not given)	2%	-1%	-3	6	-4%	21%	0	0%	-4%	-13%	-16%
CC(C)c1nnc(NC(=O)C2CCCN2C(=O)Nc2ccccc2[N+](=O)[O-])s1 (stereo not given)	?	0%	0	-39	-2%	6%	-10	2%	1%	2%	0%
FC(F)Sc1ccc(NC(=S)N2CCN(c3ccccn3)CC2)cc1	-5%	0%	0	-48	2%	-30%	8	-2%	-1%	-2%	?
CCOc1cc(C(=O)N=c2sccn2C)cc(Br)c1OC	0%	1%	0	0	3%	39%	18	0%	-17%	7%	1%
CCCn1c2ccccc2c2cnn(CC(=O)N3CCOCC3)c(=O)c21	0%	-3%	/	-16	2%	-16%	-11	-4%	0%	-8%	-12%
O=[N+]([O-])c1ccc(Cl)c(CN2CCN(c3ncccn3)CC2)c1	-1%	-2%	1	1	1%	6%	9	-5%	2%	0%	-4%
O=C(Nc1ccc(S(=O)(=O)N2CCCC2)cc1)c1c(F)cccc1F	3%	-3%	/	-6	-6%	32%	-6	-3%	0%	11%	5%
CCC(=O)N1CCN(c2ccc(NC(=O)c3ccccc3)cc2)CC1	-5%	2%	0	2	2%	13%	-3	19%	8%	7%	14%
O=C(Cn1nc(Cc2cccnc2)c2ccccc2c1=O)NCc1ccc2c(c1)OCO2	2%	0%	2	6	0%	9%	2	-6%	-3%	19%	0%
Cc1c(O)c(CN2CCCCC2)cc2c1oc(=O)c1ccccc12	3%	0%	3	3	-6%	-22%	-8	-4%	-3%	2%	-1%
C=CCN1C(=NC(=O)CCC(=O)O)SC2CS(=O)(=O)CC21 (stereo not given)	1%	-3%	4	-20	1%	-2%	27	2%	-3%	10%	-4%
COc1cc(NC(=O)CNc2ccc(Cl)c(S(=O)(=O)N3CCOCC3)c2)cc(OC)c1	1%	0%	/	19	-1%	/	18	-5%	-9%	1%	/
C/C(=N\NC(=O)C1CC1)c1ccccc1Br	-3%	9%	0	-16	-2%	?	-8	2%	3%	-12%	10µM*
C=CCN(c1ccc(OC)cc1)S(=O)(=O)c1ccc(Cl)c(C(=O)OCC(=O)NC2CC2)c1	0%	-3%	5	-3	1%	2%	15	0%	-3%	-2%	-2%[10 µM]
COc1ccc(OC)c(/C=C2/Sc3ccccc3C2=O)c1	9.5µM*	-6%	-1	-24	1%	13%	-17	1%	15%	1%	-25%
CCCC(=O)N/C(N)=N/c1nc2ccccc2o1	6.7µM*	-5%	-1	-6	0.89µM*	10µM*	-1	0.71µM*	?	-3%	-29%
COCCN1CCN(Cc2cn[nH]c2-c2cc3ccccc3o2)CC1	0%	-1%	1	-7	-5%	30%	51[activator]	-3%	-1%	14%	0%
COc1cccc(NC(=O)CNC(=O)c2ccc(C)cc2)c1	-2%	-1%	0	12	-5%	30%	-5	-1%	1%	14%	8%
CCN(CC)S(=O)(=O)c1ccc(NC(=O)CCC2CCCCC2)cc1	8%	-1%	-5	-9	-3%	-2%	-9	2%	-16%	14%	?
O=C(N/N=C/c1ccc[nH]1)c1ccccc1[N+](=O)[O-]	1%	-3%	-16	0	2%	?	-10	-2%	2%	1%	-88%
O=[N+]([O-])c1ccc2oc(-c3ccccc3)nc2c1	?	0%	2	-2	?	-6%	-7	2.2µM*	?	-7%	20%
COc1cccc(-c2nnc3n2N=C(c2cccc(Br)c2)CS3)c1	3%	1%	3	-22	0%	20%	4	-2%	-1%	1%	2%
O=C(NCc1cccnc1)C1CC(=O)N(CCc2ccccc2)C1 (stereo not given)	4%	2%	0	-19	1%	31%	-22	-3%	3%	5%	0%
CC(C)CC(O)C1CCN(C(=O)CCc2nnc(-c3ccc4c(c3)OCO4)o2)CC1 (stereo not given)	-3%	1%	/	0	3%	?	16	1%	-3%	-17%	-1%
Cc1cc(C)nc(SCc2ccc(C(=O)N/N=C/c3ccccc3C(=O)O)cc2)n1	?	3%	6	3	-3%	10%	7	-10%	0%	2%	1%
Cc1ccnc(SCC(=O)c2ccc(Br)s2)n1	-7%	-6%	-1	-24	-1%	?	-15	18%	4%	0%	-4%
Cc1nc(N[C@@H](Cc2c[nH]c3ccccc23)C(=O)O)c2oc3ccccc3c2n1	?	0%[0.46 µM]	3	-5	-1%	16%	-1	4%	-5%	-14%	-8%
Cc1ccc(-c2nnn(CC(=O)N(c3ccccc3F)C(C(=O)NCC3CCCO3)c3c[nH]c4ccccc34)n2)cc1 (stereo not given)	4%	3%	-2	-2	2%	20%	1	0%	-6%	-2%	-3%
C[C@@]12CC[C@H]3OC(=O)C=C3C1CC[C@@]13CC(CCC12)[C@](CO)(O[C@H]1O[C@H](CO)[C@@H](O)[C@H](O)[C@H]1O)C3 (stereo not given in full)	0%	-2%	/	-6	1%	/	4	2%	6%	1%	/
COc1cc(NC(=O)c2ccnc(N)c2)cc(C(=O)Nc2cccc(C(F)(F)F)c2)c1	19µM*	-27%	4	-37	-8%	-13%	18	-3%	0%	0%	-2%
Cc1nc(Cl)c(C(=O)NC(C)(C)C)c(C)c1Cl	4%	-5%	1	10	2%	-10%	2	7%	2%	-6%	5%
COc1ccc2cnnc(SCC(=O)Nc3ccc(C(C)=O)cc3)c2c1OC	-1%	8%	3	1	15%	-2%	-5	-6%	0%	-2%	-7%
CC1=C(C)CC(C(=O)NNC(=O)c2cccc(Cl)c2)C(C(=O)O)C1 (stereo not given)	-1%	2%	5	7	0%	-28%	2	3%	0%	-3%	-9%
O=[N+]([O-])c1ccc(OCc2cccc(COc3ccc([N+](=O)[O-])cc3)n2)cc1	3%	0%	1	?	-3%	5%	3	-10%	0%	-3%	-9%
COc1ccccc1OCc1csc(N)n1	4%	11%	-3	20	-1%	33%	22	16%	-2%	-8%	3%
C(=N\Nc1nc2ccccc2s1)/c1ccco1	1.2µM*	-3%	2	4	2.2µM*	11µM*	-2	1.3µM*	?	-28%	?
Cc1c(Cl)cc(-n2cnnn2)cc1[N+](=O)[O-]	-2%	-11%	0	6	-4%	?	-8	2%	8%	10%	0%
CCCN(CCC)Cc1c(C(=O)N/N=C/c2c[nH]c3ccccc23)nnn1-c1nonc1N	3%	0%	-6	-27	-1%	?	10	1%	-9%	2%	-23%
CC(C)(C)OC(=O)NCCc1nnc(SCc2ccc(Cl)cc2Cl)o1	2%	-2%	-4	-5	-4%	37%	0	-5%	-12%	3%	4%

Screening results deposited in PubChem by National Center for Advancing Translational Sciences (NCATS).
